Screens as filed in PubChem BioAssay.
M. tuberculosis HTS = M. tuberculosis growth inhibition, HTS (AID 449762). M. tuberculosis H37Rv growth inhibition, 7H9 media; higher % means a stronger effect. inhibition, % at 25 µM; hits with a dose series show IC50 in µM. 0.59% of 330,000 active; in the data active means a potency from the dose series; inconclusive means inhibition above about 70% without an active follow-up result;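 further: bacterial growth assessed after seven days of incubation; strong numbers were not always called active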
inhibitors of VEEV = inhibitors of VEEV TC-83 cytopathic effect, confirmation, Vero cells (AID 588727). Vero cells, VEEV TC-83 cytopathic effect inhibition; higher % means a stronger effect. inhibition, % at 20 µM; hits with a dose series show IC50 in µM. 0.13% of 350,000 active; in the data active means a potency from the dose series; inconclusive means inhibition mostly from about 14% at the one dose, without a potency; inactive means the rest, 99 in 100 with inhibition below about 12%; further: strong numbers were not always called active
PhoP GFP inhibition = PhoP regulon inhibitors, Salmonella typhi PhoP promoter GFP reporter, confirmatory (AID 1850); inhibition, % at 50 µM; hits with a dose series show IC50 in µM; Salmonella Typhi PhoP-promoter GFP reporter, fluorescence, 4 h; higher % means a stronger effect; 0.33% of 310,000 active; in the data active means a potency from the dose series; inconclusive means inhibition mostly from about 25% at the one dose, without a potency; inactive means the rest, 99 in 100 with inhibition below about 19%;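 further: 0% = induced wells with vehicle and 100% = uninduced wells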
H1N1 NS1A inhibition = H1N1 influenza NS1A inhibitors, functional cell based assay (AID 504329); 0.3% of 340,000 active; NS1A functional cell-based assay, percent inhibition; higher % means a stronger effect; inhibition, % at 12.5 µM, or IC50 in µM where a hit was titrated; in the data active means a potency from the dose series; inconclusive means inhibition above about 27% without an active follow-up result; further: strong numbers were not always called active
M. tuberculosis = growth inhibition of non-replicating M. tuberculosis (AID 488890). Mycobacterium tuberculosis non-replicating, growth inhibition; higher % means a stronger effect. one-dose inhibition, % at 25 µM; IC50 in µM for titrated hits. 0.39% of 320,000 active; in the data active means a potency from the dose series; inconclusive means inhibition mostly from about 82% at the one dose, without a potency; inactive means the rest, 99 in 100 with inhibition below about 76%;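 further: plate controls were DMSO cells for no effect and high antibiotic wells for full effect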
inhibitors of VEEV 10K pilot screen = second read-out of inhibitors of VEEV, no call of its own (marks repeat the call); inhibition, %; measured here: 10K pilot screen inhibition
Numbers without * were called inactive; i = inactive; ? = inconclusive; . = not tested or not shown; & = joins results of further samples.

SMILES	M. tuberculosis HTS	inhibitors of VEEV	PhoP GFP inhibition	H1N1 NS1A inhibition	M. tuberculosis	others
O=C(COC(=O)C1CC1)c1c[nH]c2ccccc12	39%	1.5%	1%	3%	29%
Cc1cc(C)n2c(SCc3c(C)noc3C)nnc2n1	-1%	1.7%	13%	-4%	-9%
COC(=O)N(c1ccccc1)P1(=S)OCCO1	-3%	1.3%	8%	9%	68%
CC1CC(C)CN(C(=O)CNC(=O)c2sc3ccccc3c2Cl)C1 (stereo not drawn)	8%	7.8%	.	10%	49%
O=C(NCc1ccco1)C1CCCN(c2nnc(-n3cccc3)s2)C1 (stereo not drawn)	-1%	2.3%	0%	3%	-1%
O=C(Nc1ccc(F)cc1F)c1cccc(S(=O)(=O)N2CCCCC2)c1	-2%	0.7%	.	-8%	15%
O=C(c1ccccc1Cc1ccccc1)N1CCN(S(=O)(=O)c2ccccc2F)CC1	-4%	5.8%	.	-6%	19%
Cc1ccc(/C=N/NC(=O)c2nc3nc(C)cc(C)n3n2)cc1	3%	2.0%	1%	-4%	41%
COC1(C2=NCCN2)COc2ccccc2O1 (stereo not drawn)	4%	1.5%	0%	-1%	-9%
O=C(NCc1nnc(SCC(=O)N2CCN(c3ccccc3)CC2)o1)c1ccccc1	0%	1.2%	-8%	-6%	2%
COc1ccc(N(C)S(=O)(=O)c2cccc(C(=O)Nc3ccc4c(c3)OCCO4)c2)cc1	-2%	?	-3%	1%	20%
O=C(CCSCc1ccc(Cl)cc1)NCCc1ccccc1	-4%	2.2%	-3%	-5%	?
CC(c1nc2ccccc2o1)N1C(=O)c2ccccc2C1=O (stereo not drawn)	-3%	0.5%	-7%	-9%	-21%
COc1ccccc1C(=O)N1[C@@H](C(C)C)COc2cc(Br)ccc2S1(=O)=O	.	i	.	-8%	.
CCOC(=O)c1cccc(NS(=O)(=O)c2c(C)[nH]c(=O)[nH]c2=O)c1	4%	1.8%	7%	-2%	2%
CS(=O)(=O)Nc1nnc(SCC(=O)Nc2cccc([N+](=O)[O-])c2)s1	-7%	i	-8%	7%	0%	inhibitors of VEEV 10K pilot screen=1.8
CCOC(=O)c1c(C)[nH]c(C(=O)OCC(=O)Nc2ccc(OC)c(Cl)c2)c1C	-4%	i	1%	14%	-10%	inhibitors of VEEV 10K pilot screen=0.3
Cc1ccc(CC(=O)NNC(=O)c2cccs2)cc1C	.	1.1%	.	-6%	.
COc1ccc(C(=O)Nc2ccc(NC(=O)C3CC3)cn2)cc1	-8%	1.9%	14%	1%	16%
COc1ccc(N2CC(C(=O)Nc3nc4ccccc4s3)CC2=O)cc1 (stereo not drawn)	13%	2.8%	15%	10%	73%
CC1CCCC(NS(=O)(=O)c2cc(Br)cnc2N)C1C (stereo not drawn)	7%	2.0%	4%	1%	19%
COC(=O)c1cc(Cl)nc2ccccc12	-1%	1.3%	20%	3%	-3%
Cc1ccc(NC(=O)CSCc2c(C)noc2C)cc1C	4%	0.6%	-9%	6%	1%
O=C(Nc1cc(C(F)(F)F)ccc1N1CCOCC1)C1Cc2ccccc2CN1C(=O)c1ccco1 (stereo not drawn)	-15%	6.1%	-3%&0%	-1%	35%

Ordered by number of heavy atoms (low to high): three of the compounds above
SMILES	M. tuberculosis HTS	inhibitors of VEEV	PhoP GFP inhibition	H1N1 NS1A inhibition	M. tuberculosis	others
COC(=O)c1cc(Cl)nc2ccccc12	-1%	1.3%	20%	3%	-3%
Cc1ccc(CC(=O)NNC(=O)c2cccs2)cc1C	.	1.1%	.	-6%	.
COc1ccccc1C(=O)N1[C@@H](C(C)C)COc2cc(Br)ccc2S1(=O)=O	.	i	.	-8%	.

Next section:
SMILES	M. tuberculosis HTS	inhibitors of VEEV	PhoP GFP inhibition	H1N1 NS1A inhibition	M. tuberculosis	others
OCCC1CN(Cc2cnc(-c3ccccc3)s2)CCN1C1CCCC1 (stereo not drawn)	5%	0.7%	-7%	6%	23%
CCOC(=O)CC(=O)CSc1nc2nc(C)cc(C)n2n1	2%	0.2%	9%	-1%	-12%
NC(=O)NCC(c1ccccc1)C1CCCCC1 (stereo not drawn)	-8%	1.6%	6%	0%	-2%
COc1cc(C(C(=O)NC2CCCC2)N(Cc2ccco2)C(=O)c2snc(C(N)=O)c2N)cc(OC)c1OC (stereo not drawn)	-4%	i	10%	3%	19%
COc1ccc(-c2sc3ccc(N4CCOCC4)cc3c2-c2ccc(O)cc2)cc1	-2%	1.4%	.	2%	-4%
CN(C)c1nc(=NCc2cccs2)ss1	.	38%	.	0%	.
O=C1c2ccccc2C(=O)N1CCC(=O)N1CCCc2ccccc21	-4%	0.6%	9%	-15%	10%
COc1ccc(NC(=O)c2ccco2)cc1NC(=O)c1ccc(C#N)cc1F	7%	0.4%	-11%	2%	-6%
CC1CCCCC1NC(=O)COC(=O)c1ccc(S(=O)(=O)NCc2ccco2)cc1 (stereo not drawn)	-2%	1.6%	4%	-7%	-8%
O=C(C(=O)N1CCN(c2ccccc2F)CC1)c1c[nH]c2ccccc12	1%	0.1%	-9%	14%	1%
COc1ccc([N+](=O)[O-])cc1NC(=O)C(C)OC(=O)C1CCC1 (stereo not drawn)	1%	0.3%	-9%	8%	-10%
C/C(=N\NC(=S)NCc1ccccc1)c1cccc(Br)c1	15%	7.7%	15%	-2%	38%
CC(=O)OCC(=O)C1(O)CCC2C3CCC4=CC(=O)CCC4(C)C3(Cl)C(O)CC21C (stereo not drawn)	.	2.1%	.	-16%	.
CC1CCc2sc(C(=O)N3CCC(C(N)=O)CC3)cc2C1 (stereo not drawn)	2%	i	.	-3%	5%
Cc1cc(NC(=O)COC(=O)C2CSC3(C)CCC(=O)N23)ccc1Br (stereo not drawn)	-8%	i	.	-15%	9%
COc1cc2c(cc1[N+](=O)[O-])-c1ccccc1C2	.	i	.	-3%	.
COc1cc(C(=O)Nc2nc(C)c(Cc3ccc4c(c3)OCO4)s2)cc(OC)c1OC	8%	6.3%	-9%	9%	20%
Cc1onc(-c2ccccc2)c1C(=O)Nc1sc2c(c1C#N)CCC2	6%	i	1%	-4%	31%	inhibitors of VEEV 10K pilot screen=2.7
COCCNC(=S)Nc1ccc(Cl)c(Cl)c1	9%	0.7%	-10%	-5%	?
N#Cc1c(Cl)nc(SCc2ccccc2)nc1-c1ccccc1	-1%	.	-1%	.	58%
CC(C)=CCCC(C)NC(=O)NC1CCCCC1 (stereo not drawn)	-11%	1.4%	0%	7%	1%
Cn1cnc([N+](=O)[O-])c1S(=O)(=O)c1ccc(Cl)cc1	.	i	.	0%	.
CCCCCCC(=O)c1c(O)n(-c2ccc(OC)cc2)c(=O)[nH]c1=O (tested in a mixture with another compound)	5%	11%	-5%	8%	29%
CCCN(CCC)C(=O)Nc1cc(Cl)ccc1OC	-7%	7.1%	0%	19%	16%
O=C1CN(C(=O)COc2ccc(Br)cc2F)c2ccccc2N1	7%	i	-8%	-4%	7%
Cc1cc(S(=O)(=O)N2CCN(c3ccc(F)cc3)CC2)c(C)s1	-16%	0.8%	2%	9%	0%
COc1c(C)cc(C(=O)C2CCCN(C(=O)c3cc(C)nc(C)n3)C2)cc1C (stereo not drawn)	-5%	3.6%	5%	3%	-11%
CC(=O)Nc1ccc(NC(=O)CNC(=O)COc2ccccc2)cc1	0%	0.7%	-2%	-3%	-8%
O=C(CN1C(=O)NC2(CCc3ccccc32)C1=O)c1ccc(Br)s1 (stereo not drawn)	-9%	3.4%	.	-6%	42%
O=C(Nc1ccc2[nH]c(=O)[nH]c2c1)c1ccc(Br)o1	4%	6.2%	-2%	-7%	-19%
Cc1cc(NC(=O)c2cc3n(n2)C(C(F)(F)F)CC(c2ccc(Cl)c(Cl)c2)N3)no1 (stereo not drawn)	-10%	i	18%	-1%	-7%
CC(=O)c1cccc(Nc2nc(-c3ccccc3)cs2)c1	8%	0.6%	-4%	10%	31%
COc1ccc(/C(O)=C2\C(=O)C(=O)N(CC3CCCO3)C2c2cc(OC)ccc2OC)cc1 (stereo not drawn)	3%	i	0%	1%	2%
C=CCN(c1ccccc1)S(=O)(=O)c1cccc(C(=O)OCC(=O)NCCOC)c1	-6%	2.3%	-2%	-7%	4%
CCN(CC)CCN1C(=O)C(=O)/C(=C(/O)c2c(C)[nH]c(C(=O)OC)c2C)C1c1cccs1 (stereo not drawn)	-8%	4.7%	16%	6%	-11%
O=C(c1cccnc1)c1ncc(C(F)(F)F)cc1Cl	7%	0.5%	-3%	-4%	-11%
O=C(Nc1ccc(Cl)cn1)c1cccc(S(=O)(=O)N2CCCCC2)c1	.	2.0%	.	-6%	.
Cc1cc(=O)oc(C)c1C(=O)Nc1cccc(F)c1	0%	1.8%	3%	3%	-6%
C=CCc1cccc2cc(C(=O)Nc3ccc(CC(=O)O)cc3)c(=O)oc12	-2%	8.8%	-13%	3%	6%
O=C1NC(c2cccc(Cl)c2)Oc2ccccc21 (stereo not drawn)	-3%	i	-8%	-4%	19%
COCC(=O)Nc1cc(C)c2c(=O)oc3ccccc3c2n1	-3%	9.4%	-15%	-2%	.
CC(C)(C)N1C(=O)c2ccc(C(=O)Nc3nccs3)cc2C1=O	-3%	5.9%	3%	-7%	-2%
CCOc1ccccc1N1CCN(C(=O)c2c(-c3c(F)cccc3Cl)noc2C)CC1	0%	7.5%	-4%	-9%	7%
CCc1nc2ccc(C(=O)N(C)CC(=O)Nc3ccc(F)c(F)c3F)cc2nc1CC	.	4.5%	.	-4%	.
CC(C)CNC(=S)NC1CC2CCCC(C1)N2Cc1cccs1 (stereo not drawn)	1%	1.1%	2%	-2%	11%
CC(=O)N(CC(=O)Nc1sc(C)c(C)c1C(N)=O)Cc1ccccc1	-6%	1.9%	-3%	-18%	11%
COc1ccc(C(=O)c2ccc([N+](=O)[O-])cc2)cc1S(=O)(=O)N1CCC(C(=O)O)CC1	-5%	0.4%	-1%	2%	7%
Cc1nc2ccccn2c1C(=O)NCC(C)C	-7%	0.6%	-8%	-8%	53%
CCCCN(C)CCCNC(=O)c1ccc2c(c1)NC(=O)C(N1CCOCC1)S2 (stereo not drawn)	-4%	1.8%	5%	-7%	-6%
COc1ccc(CCNC(=O)CCc2cc(OC)c(OC)c(OC)c2)cc1	-3%	0.4%	2%	-7%	-5%
CC[C@@H]1CCCCc2ccccc2[C@@H](C(=O)C[C@H](O)CC(C)=O)OC1=O	-5%	i	.	13%	13%

17 compounds out of the list, ordered by SMILES length, largest number first:
SMILES	M. tuberculosis HTS	inhibitors of VEEV	PhoP GFP inhibition	H1N1 NS1A inhibition	M. tuberculosis	others
COc1ccc(C(=O)c2ccc([N+](=O)[O-])cc2)cc1S(=O)(=O)N1CCC(C(=O)O)CC1	-5%	0.4%	-1%	2%	7%
CCN(CC)CCN1C(=O)C(=O)/C(=C(/O)c2c(C)[nH]c(C(=O)OC)c2C)C1c1cccs1 (stereo not drawn)	-8%	4.7%	16%	6%	-11%
Cc1cc(NC(=O)c2cc3n(n2)C(C(F)(F)F)CC(c2ccc(Cl)c(Cl)c2)N3)no1 (stereo not drawn)	-10%	i	18%	-1%	-7%
COc1ccc(/C(O)=C2\C(=O)C(=O)N(CC3CCCO3)C2c2cc(OC)ccc2OC)cc1 (stereo not drawn)	3%	i	0%	1%	2%
CC[C@@H]1CCCCc2ccccc2[C@@H](C(=O)C[C@H](O)CC(C)=O)OC1=O	-5%	i	.	13%	13%
C=CCN(c1ccccc1)S(=O)(=O)c1cccc(C(=O)OCC(=O)NCCOC)c1	-6%	2.3%	-2%	-7%	4%
CCOc1ccccc1N1CCN(C(=O)c2c(-c3c(F)cccc3Cl)noc2C)CC1	0%	7.5%	-4%	-9%	7%
CCCCN(C)CCCNC(=O)c1ccc2c(c1)NC(=O)C(N1CCOCC1)S2 (stereo not drawn)	-4%	1.8%	5%	-7%	-6%
O=C(Nc1ccc(Cl)cn1)c1cccc(S(=O)(=O)N2CCCCC2)c1	.	2.0%	.	-6%	.
CC(=O)N(CC(=O)Nc1sc(C)c(C)c1C(N)=O)Cc1ccccc1	-6%	1.9%	-3%	-18%	11%
CC(C)(C)N1C(=O)c2ccc(C(=O)Nc3nccs3)cc2C1=O	-3%	5.9%	3%	-7%	-2%
O=C(Nc1ccc2[nH]c(=O)[nH]c2c1)c1ccc(Br)o1	4%	6.2%	-2%	-7%	-19%
COCC(=O)Nc1cc(C)c2c(=O)oc3ccccc3c2n1	-3%	9.4%	-15%	-2%	.
CC(=O)c1cccc(Nc2nc(-c3ccccc3)cs2)c1	8%	0.6%	-4%	10%	31%
O=C(c1cccnc1)c1ncc(C(F)(F)F)cc1Cl	7%	0.5%	-3%	-4%	-11%
O=C1NC(c2cccc(Cl)c2)Oc2ccccc21 (stereo not drawn)	-3%	i	-8%	-4%	19%
Cc1nc2ccccn2c1C(=O)NCC(C)C	-7%	0.6%	-8%	-8%	53%
